Screens as filed in PubChem BioAssay.
HIV RNase H inh – HIV-1 RT RNase H inhibitors, primary screen, biochemical, fluorescence; Gag-Pol polyprotein (Human immunodeficiency virus type 1 group M subtype B (isolate …; AID 565, 2006; RT-RNase H RNA/DNA duplex cleavage; actives 1.9% (n = 65,000); inhibition, % at 10 µM; in the data active means inhibition above about 50%
RmlC RmlD mix – RmlC and RmlD coupled enzyme inhibitors, primary screen, biochemical, 384-well, compound mixtures, retest; RmlC/RmlD coupled enzyme inhibition, 384-well mixture HTS; inhibition, % at 5.5 µM; actives 0.39% (n = 110,000); AID 1532, 2009; in the data active means inhibition above about 30%, passing the limit was not always enough; further: strong numbers were not always called active
The depositor's hits bear a star; . = no result given.

SMILES	HIV RNase H inh	RmlC RmlD mix
N=c1c2c(ncn1CCN1CCOCC1)Oc1ccc3ccccc3c1C2c1ccccc1 (centres undefined)	.	-14
CC1(C)CC(=O)C(C(c2ccco2)C2C(=O)CC(C)(C)CC2=O)C(=O)C1	69*	-16
COC(=O)c1ccc(NC(=O)CSc2nnc(CNc3ccc(OC)cc3)n2C)cc1	11	7
O=C(NCC1COc2ccccc2O1)C1CCCN(S(=O)(=O)c2cnc[nH]2)C1 (centres undefined)	-9	-9
CCOC(=O)C1C(=O)NCC2CCCC21 (centres undefined)	0	-7
Oc1ccc2nc(Cc3ccccc3)[nH]c2c1	-7	-9
CCC1(CC)C(=O)N(C)C(=O)NC1=Nc1ccc(OC)cc1	.	-26
Cc1ccc(/C=N/n2cnc3sc(-c4ccccc4)cc3c2=O)o1	.	4
CCOc1ccc(OCc2ccc(C(=O)Nc3ccc(Cl)cn3)o2)cc1	0	-8
O=C(O)c1cccc(S(=O)(=O)NCc2cccs2)c1	-1	-6
Cc1nc2nc(C)c(CCC(=O)N3CCN(c4ccccc4)CC3)c(C)n2n1	.	3
Cc1ccccc1CSCC(=O)NC(=O)NC(C)(C)C	-43	-12
Cc1cc(NC(=O)CSc2nc3ccccc3[nH]2)no1	-3	-4
Cc1ccc(Cn2ccc(NC(=O)c3c(-c4ccccc4Cl)noc3C)n2)cc1	-18	2
O=[N+]([O-])c1ccc(O)c(-c2nn[nH]n2)c1	.	-5
O=C(CSc1nc2c(c(=O)n1-c1ccc(Cl)cc1)SCC2)Nc1ccc2c(c1)OCCO2	-3	-4
Cn1nnc(NC(=O)c2ccco2)n1	-2	4
CCc1nnc(NC(=O)CSc2nnc(COc3ccccc3)n2Cc2ccccc2)s1	4	7
CCCS(=O)(=O)NCc1cn2c(C)csc2n1	-1	-10
COCCN(C(=O)Nc1ccc(OC)cc1OC)C1CCN(C(C)C)CC1	-6	5
CCOC(=O)N1CCN(Cc2nc3c(c(=O)n(C)c(=O)n3C)n2CCCc2ccccc2)CC1	-2	-18
COc1ccccc1-c1nnc2sc(COc3ccc(Cl)cc3Cl)nn12	-14	5
CCOC(=O)c1cnn(-c2ccccc2)c1NC(=O)c1ccccc1C	.	-8
Cc1cc(C)c2c(N)c(C(=O)Nc3nccs3)sc2n1	-29	102
OC(C#CCN1CCOCC1)(c1ccccc1)C1CCCC1 (centres undefined)	.	-16
CCc1cccc(CC)c1NC(=O)CSc1nc2ccc(N3C(=O)C4C5C=CC(C5)C4C3=O)cc2s1 (centres undefined)	.	9
O=C(NCC1CCS(=O)(=O)C1)NCC1CCS(=O)(=O)C1 (centres undefined)	10	-12
c1ccc2oc(SCc3cn4ccccc4n3)nc2c1	-78	5
CCSc1cc(N2CCCC2)nc(-c2ccc(F)cc2)n1	.	-9
COc1cc(C(=O)Nc2ccc(NC(=O)C3CC3)nc2)cc(OC)c1OC	-13	6
O=C(CNS(=O)(=O)c1ccc(Br)s1)N1CCC2(CC1)OCCO2	-13	6
CC1(C)CC(=O)C2=C(C1)Nc1ncnn1C2c1ccccn1 (centres undefined)	-9	14
Cc1cc(NC(=O)c2cc(-c3ccco3)on2)n(-c2ccccc2)n1	7	1
COc1ccc(/C=N/Nc2ncnc3scc(-c4ccccc4)c23)cc1OC	.	-5
COC(=O)[C@@H]1C[C@]2(OC(=O)c3ccccc3)C=CC(=O)C[C@@H]2N1C(=O)OCc1ccccc1	.	1
CCOc1cc(C2C(C(=O)c3ccco3)=C(O)C(=O)N2CCc2ccccc2)ccc1O (centres undefined)	3	-10
COC(=O)c1sc(S(=O)(=O)N2CCN(c3ccc(OC)cc3)CC2)c(C(=O)OC)c1C	.	-3
COc1cccc(-c2nnc(Nc3nc4c(F)cccc4s3)o2)c1	14	.
CCOC(=O)c1nn(-c2ccc(C)c(C)c2)c(=O)c2c(N)scc12	.	-15
C#CCCOC(=O)N1C2=NC(C(=O)OC)=C(C(=O)OC)[C@@H]3Nc4ccccc4[C@]23C[C@H]1C(=O)OC	.	2
Cc1noc(C)c1-c1ccc2nc[nH]c(=O)c2c1	.	-9
Cc1ccc(Cn2ccc(NC(=O)c3noc4c3CCc3ccccc3-4)n2)cc1	.	-9
CCOC(=O)c1cnc(SCc2nc(N)nc(Nc3ccc(F)cc3)n2)nc1N	-35	0
O=C(CCN1C(=O)c2ccccc2C1=O)NCCC1=CCCCC1	-23	-6
N#Cc1nc(Cc2ccccc2)oc1NCc1ccccc1	.	-8
O=C(CN1CCOCC1)c1cccc2ccccc12	.	-10
O=C(Nc1ccc(Oc2ccccc2)cc1)C1CCN(c2c3c(nc4ncnn24)CCC3)CC1	.	55
CCCCOc1ccc(CSc2n[nH]c(C)n2)cc1	-15	-6
Cn1nnc(NC(=O)c2ccc(C(C)(C)C)cc2)n1	5	5
COc1cc(C(CC(=O)N2CCCC2)c2c(OC)cc(OC)c3ccc(=O)oc23)cc(OC)c1OC (centres undefined)	.	20

Two of these compounds, set out differently:
Compound | HIV RNase H inh | RmlC RmlD mix
O=C(NCC1COc2ccccc2O1)C1CCCN(S(=O)(=O)c2cnc[nH]2)C1 (centres undefined) | -9 | -9
CCC1(CC)C(=O)N(C)C(=O)NC1=Nc1ccc(OC)cc1 | . | -26

(continued)
SMILES	HIV RNase H inh	RmlC RmlD mix
CC(C)(C)NC(=O)C1Cc2ccccc2CN1C(=O)Nc1ccccc1Cl (centres undefined)	.	6
O=C(c1ccc(Br)cc1)N(C1=NCCCCS1)c1ccccc1	.	11
Cc1ccc(C(C(=O)NCc2ccco2)N(CCc2ccccc2)C(=O)Cn2nnc3ccccc32)o1 (centres undefined)	8	4
CCn1c(SCCOc2ccc(Cl)cc2)nnc1-c1cccs1	-39	8
CCCCNC(=O)c1ccccc1NC(=O)c1ccccc1N(C)S(C)(=O)=O	47	-8
COc1ccc(-c2cc(C(=O)NCc3cccnc3)no2)cc1OC	-1	6
CC(C)C(=O)Nc1ccc([N+](=O)[O-])c(C(F)(F)F)c1	.	-14
O=C(CCc1ccc(O)cc1)c1c(O)cc(O)cc1O	.	6
CCC(C)NC(=O)COc1ccc(S(=O)(=O)N2CCOCC2)cc1 (centres undefined)	-20	7
Cc1cccc(N2CCN(C(c3cccs3)c3nnnn3C(C)(C)C)CC2)c1C (centres undefined)	5	21
COc1cc2c(cc1OC)CN(C(=O)CCCN1C(=O)c3ccccc3C1=O)CC2	-20	-7
COc1ccccc1-n1nnnc1SCC(=O)Nc1ccccn1	.	10
CCC(C)[C@H](NC(=O)N1CCCC1)C(=O)O (some centres undefined)	-4	21
C=CCn1c(=O)c(C(=O)NCCNCC)c(O)c2ccccc21	3	3
COc1ccc(CCNC(=S)Nc2cccc(C)c2)cc1	.	16
CCOC(=O)N1CCC(N2Cc3cccc(C(=O)Nc4ccc(OC)c(OC)c4)c3C2=O)CC1	-10	14
CCC(=O)N1c2ccccc2[C@@H](N(C(C)=O)c2ccccc2)C[C@H]1C	-6	-35
COCCNc1c(-c2ccc(O)cc2)nc2ccc(Cl)cn12	-4	15
CC1=C(C(=O)OCc2ccc3c(c2)OCO3)C(c2ccccc2)NC(=O)N1 (centres undefined)	-77	9
COC(=O)c1c(NC(=O)CN2CCN(c3ccccc3OC)CC2)c2c(C)cccc2n1C	-10	37
CN1C(=O)CSC1=NC12CC3CC(CC(C3)C1)C2	.	-11
Cn1c(SC/C=C/c2ccccc2)nnc1-c1cnccn1	-3	-10
NC(=O)C1CCN(c2nc(-c3ccccc3)nc3c2oc2ccccc23)CC1	27	4
O=C(CCn1c(=O)c2sccc2n(Cc2cc(=O)n3ccccc3n2)c1=O)NCc1ccco1	-4	-9
Cn1cc([N+](=O)[O-])c(C(=O)N/N=C/c2ccccc2)n1	.	2
O=C(NCCc1ccccc1)[C@@H]1CC=C[C@@H]2CCN(Cc3ccc(Cl)c(Cl)c3)C(=O)[C@@H]21	.	-11
S=c1[nH]nc(-c2ccco2)n1/N=C/c1ccc(Cl)cc1Cl	.	9
N[C@@H]1CONC1=O	.	-10
O=C(NCc1ccccn1)c1cn(CCc2ccccc2)nn1	68*	10
CCCN1Cc2cccc(C(N)=O)c2C1=O	1	-6
COc1ccc(S(=O)(=O)NNC(=O)c2csc(-n3nc(C)cc3C(F)(F)F)n2)cc1	.	-12
CC(C(=O)Nc1ccccc1C(=O)N1CCOCC1)N(c1ccccc1)S(C)(=O)=O (centres undefined)	.	-12
O=C(NCc1ccc(C(F)(F)F)cc1)C1CC(c2c(Cl)cccc2Cl)=NO1 (centres undefined)	.	-10
CCCC(=O)C1=C(O)C(C(=O)OC)C(C)(C)CC1=Nc1ccncc1 (centres undefined)	0	-1
COCCn1c(=NC(=O)CSCC(=O)Nc2cc(C)on2)sc2cc(C(=O)OC)ccc21	-2	.
Cc1nc(N)[nH]c(=O)c1CCC(=O)OCC(C)C	-21	2
CC(=O)c1cccc(NC(=O)c2cc3ccccn3n2)c1	-10	.
COc1ccc(OC)c(C(O)C(C)N)c1 (centres undefined)	-9	.
CCc1nnc(NC(=O)C2CCCN2C(=O)Nc2ccccc2OC)s1 (centres undefined)	4	9
COC(=O)[C@H](CCSC)NC(=O)NCc1cccs1	-11	-17

Single records, from the list above. Order of values: HIV RNase H inh | RmlC RmlD mix
O=C(c1ccc(Br)cc1)N(C1=NCCCCS1)c1ccccc1 is listed as . | 11
COc1cc(C(CC(=O)N2CCCC2)c2c(OC)cc(OC)c3ccc(=O)oc23)cc(OC)c1OC (centres undefined) is listed as . | 20
Cn1cc([N+](=O)[O-])c(C(=O)N/N=C/c2ccccc2)n1 is listed as . | 2
O=C(NCC1COc2ccccc2O1)C1CCCN(S(=O)(=O)c2cnc[nH]2)C1 (centres undefined) is listed as -9 | -9

Continuation:
SMILES	HIV RNase H inh	RmlC RmlD mix
COc1ccc(C(=O)COC(=O)C(C(C)C)N2C(=O)C3C4C=CC(C4)C3C2=O)cc1 (centres undefined)	.	8
COCCNC(=O)c1ccccc1NC(=O)c1ccc(Cl)c(S(=O)(=O)Nc2ccc(C)cc2C)c1	.	-11
CCCCCn1c(CN2CCN(C(=O)OCC)CC2)nc2c1c(=O)n(C)c(=O)n2C	-3	-13
O=C(CN(c1ccccc1)S(=O)(=O)c1ccccc1)NCCSCc1ccco1	.	-12
O=C(COC(=O)C1(c2ccc(F)cc2)CCCC1)N1CCOCC1	-17	12
Nc1ccc[n+](Cc2ccccn2)c1	-5	18
CCCCn1c(CNC(=O)c2cccs2)nc2ccccc21	-17	5
Cn1nc(C(=O)OCCN2C(=O)c3ccccc3C2=O)c2ccccc2c1=O	-64	-22
Cc1ccc(O)c(C(=O)c2cc(C#N)c(=O)n(-c3c(C)n(C)n(-c4ccccc4)c3=O)c2)c1	.	14
COC(=O)c1cc2ccsc2n1CC(=O)NCC1CCCO1 (centres undefined)	1	-12

Entries shown so far that have an NH in an aromatic ring, in the order listed:
SMILES	HIV RNase H inh	RmlC RmlD mix
O=C(NCC1COc2ccccc2O1)C1CCCN(S(=O)(=O)c2cnc[nH]2)C1 (centres undefined)	-9	-9
Oc1ccc2nc(Cc3ccccc3)[nH]c2c1	-7	-9
Cc1cc(NC(=O)CSc2nc3ccccc3[nH]2)no1	-3	-4
O=[N+]([O-])c1ccc(O)c(-c2nn[nH]n2)c1	.	-5
Cc1noc(C)c1-c1ccc2nc[nH]c(=O)c2c1	.	-9
CCCCOc1ccc(CSc2n[nH]c(C)n2)cc1	-15	-6
S=c1[nH]nc(-c2ccco2)n1/N=C/c1ccc(Cl)cc1Cl	.	9
Cc1nc(N)[nH]c(=O)c1CCC(=O)OCC(C)C	-21	2

More structures follow.
SMILES	HIV RNase H inh	RmlC RmlD mix
Cc1nc(-c2cccc(-c3noc(C)n3)c2)no1	-15	-14
CSC(=O)CC(=O)NC(=O)c1ccccc1	-5	-13
COc1ccccc1N1C(=O)C2CC=CC(C)C2C1=O (centres undefined)	1	8
O=C(Nc1c(C(=O)N2CCOCC2)cnn1-c1ccccc1)c1ccccc1	-13	-6
CC(C)=CCc1c(O)c(CC=C(C)C)c2occ(-c3ccc(O)cc3)c(=O)c2c1O	.	8
Cc1nc(-c2ccc(Cl)cc2)sc1C1(C)CC(c2c(Cl)cccc2Cl)=NO1 (centres undefined)	.	3
CC(C)CCNC(=O)c1cccc(S(=O)(=O)N2CCc3ccccc32)c1	.	3
O=S(=O)(NCCc1cn2ccccc2n1)c1ccc(F)c(C(F)(F)F)c1	-4	6
Cc1ccc(C(=O)OCc2nnc(-c3ccccc3)o2)o1	-10	-7
CCN(CC)Cc1c(O)ccc2c(-c3ccccc3)cc(=O)oc12	-6	-8
CC(=O)N(C1=C(O)c2ccccc2C(=O)C1=O)C1CCCCC1	.	8
CON(C)c1nc(NCC(C)C)nc(OCC#N)n1	.	4
CCn1cc(C2=NOC(C(=O)O)C2)c(C)n1 (centres undefined)	-24	5
COc1cc(OC)cc(-c2nnc(SCC(=O)N(C(C)C)C(C)C)o2)c1	0	-12
COc1ccc(S(=O)NC2CCCCC2)c(OC)c1C (centres undefined)	.	11
O=C(CN1C(=O)CCC1=O)Nc1ccc(Br)cc1	-1	-6
c1ccc2c(c1)CCCC2NC1=NCCC1 (centres undefined)	0	8
Cc1noc(COc2ccccc2OCC(O)CNC(C)(C)C)n1 (centres undefined)	-4	-4
CCc1nc(Nc2ccc(N3CCN(C(C)=O)CC3)cc2)c2oc3ccccc3c2n1	-9	13
O=c1c(Cc2ccc(Cl)cc2)c(O)ccn1Cc1ccccc1	.	3
CC12CN3CC(C)(CN(C1)C3c1ccc(Br)cc1)C2 (centres undefined)	21	2
c1ccc(COn2c(-c3ccccc3)nc3c2CCc2nonc2-3)cc1	-6	-14
CN(Cc1nc2ccccc2n1C)C(=O)c1cccs1	-3	2
O=C(NC1CCN(Cc2nnnn2CCc2ccccc2)CC1)c1ccccc1F	2	-8
CS(=O)(=O)N(CC(=O)NC1CCCCCC1)Cc1ccc(Cl)cc1	.	10
COCCn1c(N)c(C(=O)NCc2cccs2)c2nc3ccccc3nc21	-47	-99
CC(=O)Oc1ccc(N2C(=O)C3C4C=CC(O4)C3C2=O)cc1 (centres undefined)	19	7
CCOc1ccc2[nH]c(=O)c(CN(Cc3cccs3)Cc3nnnn3C(C)(C)C)cc2c1	-14	15

The list is partial, so the mix of outcomes need not match the whole.
